# Lamin A splicing: qHTS Assay for Modulators of Lamin A Splicing | HeLa LMNA splicing GFP/RFP minigene ratio, 48 h | Potency, µM (highest dose often 46.1 µM), for the others: top-dose ratio change, negative = inhibition, actives largely listed as inhibitors | 0.01% of 200,000 active | AID 1487, 2009; active = well fitted inhibition curve with a large enough effect in the signal ratio, with a control signal flat, not every such curve was filed as active; inconclusive = small, poorly fitted or top-dose-only effect, or effect the other way, or a change in a side signal; the % refers to the signal ratio; note: % is set by controls: 0 for no effect and ±100 for the full control effect
#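 Read-out is the ratio of GFP to DsRed2 object intensity, acquired by 488 nm laser-scanning cytometry on HeLa lamin A-EGFP minigene reporter cells. Compound incubation 48 hrs at 37 °C in Opti-MEM with 2% FBS; DMSO 0.5% final.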
# SMN2 splice up: qHTS Assay for Enhancers of SMN2 Splice Variant Expression; AID 1458, 2008; Potency, µM (titrated, usually from 46.1 µM), without a hit: at the highest dose activity change, positive = activation, most hits filed as activators; 2.8% of 210,000 active; HEK293 SMN2-luciferase splicing reporter, luminescence, 30-36 h; note: % of control where 0% means no effect; nearly all actives have a fitted effect of over 55% in size
#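 HEK293 cells carry an SMN2 minigene-luciferase reporter in which exon 7 inclusion puts luciferase in frame. Cells were seeded at 2000 cells/well, attached for 10-12 hours, then exposed to compounds for 30-36 hours at 37C before ONE-Glo luminescence.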
# Tau fibril ThT: qHTS for Inhibitors of Tau Fibril Formation, Thioflavin T Binding; Potency, µM (top dose mostly 57.4 µM), for the others: top-dose activity, negative = inhibition, most hits filed as inhibitors; recombinant tau K18 P301L (four-repeat tau fragment), heparin-induced fibrillization, ThT fluorescence; 2.1% of 270,000 active; Microtubule-associated protein tau (Homo sapiens), P10636; note: % is set by controls: 0 for no effect and ±100 for the full control effect; nearly all actives have a fitted effect of over 55% in size
# Target sequence (P10636 561-689 P618L limits assumed): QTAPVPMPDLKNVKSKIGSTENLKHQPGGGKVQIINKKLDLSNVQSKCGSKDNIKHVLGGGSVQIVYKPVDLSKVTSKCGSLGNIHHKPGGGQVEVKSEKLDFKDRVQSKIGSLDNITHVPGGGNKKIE
#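 Heparin-induced (20 uM) aggregation of recombinant human K18 P301L tau, 15 uM unlabeled with 0.24 uM labeled, pH 7 acetate buffer, 6 hr at 37 C with compound. Fibrils quantified by 30 uM ThT fluorescence after 1 hr ambient incubation.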
# KinaseGlo FLuc: Counterscreen for Luciferase (Kinase-Glo TM) Inhibition; Kinase-Glo luciferase, ATP luminescence, 8 min; Potency, µM (doses to about 38.3 µM), without a hit: at the top dose activity change, negative = inhibition, actives largely listed as inhibitors; 0.28% of 200,000 active; AID 1379, 2008; note: % is set by controls: 0 for no effect and ±100 for the full control effect; nearly all actives have a fitted effect of over 60% in size
#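 Compound is pinned into ATP-containing buffer (10 uM ATP, imidazole pH 7.2, 7 mM MgCl2). Kinase-Glo luciferase reagent is then added. Light output is recorded following an 8-min room-temperature incubation.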
# KDM4E inh: qHTS Assay for Inhibitors of Human Jumonji Domain Containing 2E (JMJD2E); Lysine-specific demethylase 4E (Homo sapiens), B2RXH2; JMJD2E catalytic domain, FDH-coupled NADH fluorescence (FDH is formaldehyde dehydrogenase); Potency, µM (highest dose often 57.1 µM), for the others: top-dose activity change, negative = inhibition, most hits filed as inhibitors; 1.6% of 230,000 active; AID 2147, 2009; active = well fitted inhibition curve with a large enough effect, not every such curve was filed as active; inconclusive = small, poorly fitted or top-dose-only effect, or another doubt; inactive = no such curve, though single readings can be large or run the other way;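 note: 0% = wells with enzyme and -100% = buffer wells without enzyme; nearly all actives have a fitted effect of over 50% in size; many of its hits are not listed in these tables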
# Target sequence (B2RXH2 1-337 limits assumed): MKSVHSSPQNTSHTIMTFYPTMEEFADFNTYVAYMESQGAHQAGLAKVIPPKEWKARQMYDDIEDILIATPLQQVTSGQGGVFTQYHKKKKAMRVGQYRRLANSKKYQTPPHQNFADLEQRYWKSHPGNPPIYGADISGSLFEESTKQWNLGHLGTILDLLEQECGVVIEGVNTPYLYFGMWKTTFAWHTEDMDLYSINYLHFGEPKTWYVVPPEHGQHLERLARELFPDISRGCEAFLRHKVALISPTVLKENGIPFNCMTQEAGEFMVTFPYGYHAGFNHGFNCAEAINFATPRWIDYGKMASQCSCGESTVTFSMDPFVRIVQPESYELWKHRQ
# RECQ1 helicase: qHTS Assay for Inhibitors of RecQ-Like Dna Helicase 1 (RECQ1); ATP-dependent DNA helicase Q1 (Homo sapiens), P46063; RECQ1 DNA unwinding, red fluorescence kinetic read; Potency, µM (titrated, usually from 57.3 µM), without a hit: at the top dose activity, negative = inhibition, most hits filed as inhibitors; 0.54% of 240,000 active; AID 2549, 2010;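 note: plate controls were vehicle for no effect and no enzyme for full effect; nearly all actives have a fitted effect of over 30% in size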
# Target sequence (P46063 whole entry, looked up): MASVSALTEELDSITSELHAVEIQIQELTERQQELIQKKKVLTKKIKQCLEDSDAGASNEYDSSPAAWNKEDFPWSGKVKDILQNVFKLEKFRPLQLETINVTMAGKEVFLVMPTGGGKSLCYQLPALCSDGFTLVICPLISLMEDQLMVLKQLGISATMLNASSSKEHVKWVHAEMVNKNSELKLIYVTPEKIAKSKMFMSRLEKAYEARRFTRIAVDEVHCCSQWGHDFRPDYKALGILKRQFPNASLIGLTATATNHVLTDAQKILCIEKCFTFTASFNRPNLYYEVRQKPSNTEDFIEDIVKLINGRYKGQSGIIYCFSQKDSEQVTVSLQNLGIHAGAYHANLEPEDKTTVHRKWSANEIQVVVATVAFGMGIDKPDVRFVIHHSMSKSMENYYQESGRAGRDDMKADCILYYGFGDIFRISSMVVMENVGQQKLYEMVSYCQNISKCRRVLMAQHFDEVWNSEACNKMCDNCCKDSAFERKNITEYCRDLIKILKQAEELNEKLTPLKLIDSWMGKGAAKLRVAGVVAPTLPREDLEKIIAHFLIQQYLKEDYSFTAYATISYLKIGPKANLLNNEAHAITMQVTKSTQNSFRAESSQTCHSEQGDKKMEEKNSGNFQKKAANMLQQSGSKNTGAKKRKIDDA
#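 50 nM RECQ1T1 preincubated 15 min with compound in Tris pH 8.0 buffer with MgCl2, DTT, Tween-20 and 2.5 ug/ml poly(dI-dC); started with 200 nM TAMRA/BHQ-2 forked duplex and 2 mM ATP. Unwinding read as fluorescence (525/598 nm), two reads 2 h apart.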
# L3MBTL1 inh: qHTS Assay for the Inhibitors of L3MBTL1; Lethal(3)malignant brain tumor-like protein 1 (Homo sapiens), Q9Y468; AlphaScreen L3MBTL1–H3K9me1 peptide binding; Potency, µM (series often up to 57.1 µM), for inactives: at the highest dose activity, negative = inhibition, most hits filed as inhibitors; 0.66% of 230,000 active; AID 485360, 2010; note: % is set by controls: 0 for no effect and ±100 for the full control effect; nearly all actives have a fitted effect of over 60% in size
#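 L3MBTL1 (50 nM) pre-complexed 30 min with biotinylated H3(1-15)K9me1 peptide (75 nM), then compounds added for 30 min at room temperature; AlphaScreen streptavidin donor/nickel chelate acceptor beads (10 ug/mL final) read after 30 min dark incubation.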
# ALDH1A1 block: qHTS Assay for Inhibitors of Aldehyde Dehydrogenase 1 (ALDH1A1) | AID 1030, 2008 | 7.3% of 220,000 active | Potency, µM (titrated, usually from 75.3 µM), for the others: at the highest dose activity, negative = inhibition, hits mostly inhibitors | Purified ALDH1A1, NADH fluorescence, propionaldehyde substrate; active = well fitted inhibition curve with a large enough effect, not every such curve was filed as active; inconclusive = small, poorly fitted or top-dose-only effect, or another doubt; inactive = no such curve, though single readings can be large or run the other way;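 note: plate controls were no enzyme wells and a reference inhibitor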
# Active calls of the source: *; i = inactive; ? = inconclusive; . = no result given; & = joins results of further samples; [ ] = another dose, or the depositor's remark. Unless noted, calls come from the whole dose curve; as a rule, active = well fitted curve in the direction sought with a large enough effect; inconclusive = small, poorly fitted or top-dose-only effect, or another doubt; inactive = no such curve, though single readings can be large; an effect the other way counts as inactive or inconclusive. Potency is the fitted concentration of half-maximal effect. Some of the compounds tested (hit frequency here may not be typical).
SMILES,Lamin A splicing,SMN2 splice up,Tau fibril ThT,KinaseGlo FLuc,KDM4E inh,RECQ1 helicase,L3MBTL1 inh,ALDH1A1 block
O=C(CSc1nnc(CNC(=O)C23CC4CC(CC(C4)C2)C3)n1-c1ccc(F)cc1)Nc1ccc(F)cc1,-10%,7%,-1%,2%,-5%,-1%,2%,10%
Cc1ccc2sc(-c3ccc(NC(=O)/C=C\C(=O)O)cc3)nc2c1,.,7.1µM*,-7%,-4%,?,-3%,.,?
COc1cc(=O)n(C)c2c(OCC3OC(C)(C)OC3(C)C)cccc12 (stereo not given),10%[46 µM],2%&14%,-4%&-10%,-2%&2%,4%&-25%,-5%,3%,9%&8%
CCOC(=O)N1CCN(C(=O)c2cn(C)c(=O)c3c2c2ccccc2n3C)CC1,-11%,-4%,2%,2%,?,-4%,0%,?
CCCCOC(=O)Nc1sc2nc(C)cc(C)c2c1-n1cccc1,14%,7%,3%,1%,3%,-11%,0%,7%
O=C(O)CSCC(=O)NCc1ccc(Cl)cc1,.,15%,2%,1%,15%,i,8%,-2%
Cc1nonc1C1CCCN1C(=O)c1cc(COc2ccc(F)cc2F)on1 (stereo not given),?,.,1%,-3%,-1%,-8%,10%,2%
CCOc1ccc(C(O)Cc2nc3ccccc3n2C)cc1 (stereo not given),-12%,?,-5%,2%,-3%,-3%,2%,-1%
Cc1cc(NC(=O)c2ccccc2)nc2c1c(=O)oc1ccccc12,-3%[9.22 µM],-25%,4%,-3%,5%,-4%,.,?
COc1ccc(C(=O)N2CCN(c3c(C)cccc3C)CC2)cc1OC,-3%,3%,?,6%,1%,-1%,.,17%
Cc1cc(C)c2c(=O)[nH]c(=O)n(Cc3ccccc3)c2n1,-13%,5%,-7%,2%,?,-1%,18%,-1%
Cc1ccc(C(C(=O)NCc2ccc(F)cc2)N(C(=O)c2csnn2)C2CC2)o1 (stereo not given),-8%,18%,-2%,11%,2%,-3%,3%,0%
COc1ccc(-c2nn(CCC(=O)O)cc2/C=N/NC(N)=S)cc1,.,.,-14%,.,-4%,i,-1%,.
CCOc1cc(/C=C2\C(=O)N(Cc3ccco3)C(C)=C2C(=O)OC)ccc1O,?,25%,28µM*,4%,5%,?,-29%,16µM*
CSC1=NC(=O)/C(=C/c2ccc(SC)cc2)S1,4%[9.22 µM],-13%,?,-2%,-10%,1%,-2%,?
CC1(C(=O)OCC(=O)Nc2cccc(S(=O)(=O)NC3=NCCCCC3)c2)CC1(Cl)Cl (stereo not given),-15%[46 µM],4%,6%,0%,-9%,i,1%,-2%
Cc1ccc(NN2C(=O)C=C(c3ccccc3)C2=O)cc1,?,-4%,?,-4%,6%,-1%,14%,16µM*
Cc1c(N)cc(C(=O)N2CCOCC2)cc1[N+](=O)[O-],-8%,10%,-1%,-1%,2%,-6%,-1%,-1%
O=C(NCC1CCCO1)c1ccc2nc(N3CCCCC3)sc2c1 (stereo not given),-4%,0%,6%,-3%,2%,1%,-12%,?
O=C(CN1C(=O)C2CCCCC2C1=O)Nc1nc(-c2ccccn2)cs1 (stereo not given),?,-61%[inhibitor],-15%,13%,?,-3%,.,22µM*
COc1cc2c(cc1OC)CN(c1nc(CN3CCCC3)nc3sc(C)c(C)c13)CC2,.,-8%,-6%,0%,0%,-13%,0%,?
COc1ccc(-n2nnnc2SCC(=O)c2ccc(O)c(O)c2)cc1,?,?,-17%,-2%,11µM*,13µM*,?,-14%
COc1ccc2c(=O)c(-c3ccccc3)c(C)oc2c1,7%,-11%,-9%,-6%,-5%,7%,0%,?
Cc1nn(CC(=O)Nc2ccc(C(=O)N(C)C)cc2)c(=O)c2ccccc12,-8%,13%,2%,3%,0%,-7%,.,3%
Cc1ccc(C)c(S(=O)(=O)N2CCCOC2CNC(=O)C(=O)NCc2ccco2)c1 (stereo not given),-3%,2%,-6%,-1%,5%,-1%,-1%,0%
CN1Cc2c(N3CCOCC3)nc3sc(C#N)c(N)c3c2CC1(C)C,.,.,-13%,.,?,6%,-2%,.
CC(=O)N[C@@H]1C(O)OC(CO)C(O)C1O (stereo not given in full),?,-8%,4%,-4%,10%,i,.,5%
Cc1cccc(Nc2nc(-c3cccs3)cs2)n1,?,1.4µM*,?,-24%,4%,2%,-6%[11.4 µM],?
CCCOc1ccc(N2CC(C(=O)Nc3ccccc3F)CC2=O)cc1 (stereo not given),1%,-7%,-14%,0%,4%,i,0%,10%
Cc1cccc2cc(CN(Cc3cccnc3)C(=O)c3cccs3)c3nnnn3c12,1%[46 µM],2%,5%,-4%,3%,i,0%,9%
CCn1cc(C2=NCCO2)c2ccccc21,-10%,-31%[inhibitor],-15%,8%,-6%,-3%,.,6%
Cc1cc(C)c(S(=O)(=O)N2CCOC2CNC(=O)C(=O)NCc2cccnc2)c(C)c1 (stereo not given),?,7%,-6%,4%,10%,i,-2%,6%
O=S(=O)(c1cnc[nH]1)N1CCN(c2ccc(F)cc2)CC1,.,.,-11%,.,18%,i,10%,12%
COC(=O)c1ccc(Cn2nnc3ccccc3c2=O)o1,?,.,-23%,.,4%,-2%,-5%,3%
CSc1nc(C)c2c(n1)N(c1ccc(C(F)(F)F)cc1)CC2,3%,-20%,-4%,3%,0%,-3%,-2%,6%
CSCCNC(=O)c1cccc(Cl)c1,8%[46 µM],-10%,5%,-6%,-2%,-2%,0%,12%
CC(=O)/C(=N/Nc1cccc(Cl)c1)N1CCOCC1,11%,-6%,-12%,-4%,-8%,-9%,.,13µM*
CC12CCC(C(=O)NCc3ccc(Cl)cc3)(OC1=O)C2(C)C (stereo not given),11%,1%,-8%,-2%,4%,i,.,?
Cc1ccc2oc(=O)c3cnn(CC(=O)N4CCCCCC4)c3c2c1,-2%,-37%[inhibitor],-5%,-1%,-2%,-6%,.,4%
CCOC(=O)N1CCN(C(=O)c2cn(CC)c3ccc(S(=O)(=O)N4CCCC4)cc3c2=O)CC1,-2%,8%,-4%,-2%,-5%,-2%,.,4%
COc1cccc(-c2cc(C(F)(F)F)nc(N3CCN(c4ccccc4)CC3)n2)c1,-10%,-17%,-7%,-2%,8%,-8%,2%,2%
COc1cc(NC(=O)CN2C(=O)NC(C)(CC(C)C)C2=O)cc(OC)c1 (stereo not given),-4%,-2%,-9%,1%,0%,-1%,1%,7%
CCCCOC(=O)c1cccc(NC(=O)CC)c1,-5%,14%,-4%,3%,-8%,0%,9%,8%
COc1ccc(/C(N)=N/OC(=O)C2CCC(=O)N2S(=O)(=O)c2ccc(C)cc2)cc1OC (stereo not given),-8%,7%,10%,-3%,-2%,0%,17%,4%
O=C(CSc1nnc(-c2ccco2)n1CC1CCCO1)N1CCCCC1 (stereo not given),0%,15%,-9%,-1%,-5%,i,7%,5%
O=C1Nc2ccccc2C12Nc1ccccc1S2 (stereo not given),?,?,?,4%,?,-1%,.,?
O=C(CCN1C(=O)c2ccccc2C1=O)Nc1cc(F)ccc1F,-13%,-34%[inhibitor],-11%,-3%,12%,i,.,-8%
Cc1cccc(N(NC(=O)C(C)(C)O)C(=O)c2ccccc2)c1,6%,0%,-7%,-1%,6%,-3%,-2%,-4%

# Pulled by structure from above (2):
SMILES,Lamin A splicing,SMN2 splice up,Tau fibril ThT,KinaseGlo FLuc,KDM4E inh,RECQ1 helicase,L3MBTL1 inh,ALDH1A1 block
CCOC(=O)N1CCN(C(=O)c2cn(CC)c3ccc(S(=O)(=O)N4CCCC4)cc3c2=O)CC1,-2%,8%,-4%,-2%,-5%,-2%,.,4%
COc1ccc(/C(N)=N/OC(=O)C2CCC(=O)N2S(=O)(=O)c2ccc(C)cc2)cc1OC (stereo not given),-8%,7%,10%,-3%,-2%,0%,17%,4%

# Other structures:
SMILES,Lamin A splicing,SMN2 splice up,Tau fibril ThT,KinaseGlo FLuc,KDM4E inh,RECQ1 helicase,L3MBTL1 inh,ALDH1A1 block
COc1ccc(C(CC(=O)c2ccc(C)cc2)Nc2ccc([N+](=O)[O-])cc2)cc1 (stereo not given),?,-9%,-15%,0%,-4%,-8%,-2%,?
COc1ccc(N(CC(=O)NCc2ccco2)S(=O)(=O)c2ccccc2)cc1,.,.,-14%,-1%,-6%,4%,-13%,-5%
CCCn1c(SCC(=O)Nc2cccc(C)n2)nc2c1c(=O)n(C)c(=O)n2C,6%[46 µM],.,1%,-1%,12%,1%,7%,7%
CCOc1ccc(NC(=O)CN(C2CCCCC2)S(C)(=O)=O)cc1,-2%,-6%,-2%,11%,8%,-3%,.,-6%
CCCCNC(=O)c1cccc(C(=O)NCCCC)c1,1%,?,7%,4%,3%,12%,-16%,-12%
CCOC(=O)Cc1c(C)nc2c(-c3ccc(Cl)cc3)c(C)[nH]n2c1=O,0%,-5%,-6%,0%,?,i,11%,?
Cc1ccc(OC(=O)c2cccnc2)cc1,18%[46 µM],1%,-12%,0%,11%,-15%,.,-6%
Cc1cc2c3c(c1C)C1(C(=O)N3C(C)(C)CC2C)C(C#N)=C(N)OC2=C1C(=O)CC(C)(C)C2 (stereo not given),15%,6%,3%,-5%,2%,3%,-9%,-5%
O=C(Oc1coc(CSc2ncccn2)cc1=O)c1cccs1,.,2%,-14%,0%,6%,-18%,.,7%
CC(C)Oc1cccc(C(=O)NC(=S)Nc2cccc(NC(=O)c3ccccc3Cl)c2)c1,?,?,2%,0%,-3%,-9%,-11%,11µM*
Cc1cccc(N2CCN(Cc3nc(-c4cccc(Cl)c4)oc3C)CC2)n1,.,-16%,?,-1%,-1%,i,-16%,-1%

# Assay outcomes: PubChem BioAssay, National Center for Advancing Translational Sciences (NCATS)
